ATXN viability = viability counter-screen for ATXN expression inhibitors; AID 651635; Potency, µM (top dose mostly 56.7 µM), hits mostly cytotoxic; S2 cells (HEK-293 line with an ATXN2-luciferase reporter) viability, CellTiter-Fluor protease fluorescence, 24 h; hit rate 0.49% among 400,000; also: potency is read from the fitted curve at half-maximal effect; nearly all actives have a fitted effect of over 40% in size
ATXN2 expr inh = ATXN2 expression inhibition; HEK-293 ATXN2-luciferase reporter, luminescence, 24 h; Potency, µM (series often up to 57 µM), for inactives: top-dose activity change, negative = inhibition, most hits filed as inhibitors; hit rate 0.72% among 360,000; AID 1745845; also: potency is read from the fitted curve at half-maximal effect; % is scaled to controls: 0 for no effect and ±100 for the full control effect; nearly all actives have a fitted effect of over 55% in size
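qHTS (up to 57 uM final) was run with 24 h compound exposure of reporter cells at 37 °C. Each well was multiplexed: SteadyGlo luminescence measured ATXN2-luciferase expression after a fluorogenic Gly-Phe-AFC viability readout (25 uM final).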
IL-1B inflam inh = blocks inflammasome-driven IL-1 beta release | THP-1 LPS/ATP IL-1B secretion, AlphaLISA, 16 h; hits give low values | AID 743279 | activity change, % at 57.5 µM | hit rate 4.7% among 360,000; in the data active = activity change below about -50%; inconclusive = mostly about -30% to -49%; also: % is scaled to controls: 0 for no effect and ±100 for the full control effect
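Secreted IL-1B measured by AlphaLISA bead assay after 16 h compound exposure of THP-1 cells; compounds (final up to 57.5 uM) added 1 h before LPS (250 ng/mL) and ATP (1.25 mM) stimulation; lower signal means less secretion.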
HT1080 IDH1KD tx = kills HT-1080 cells with IDH1 knockdown; HT-1080 IDH1 knockdown viability, ATP luminescence, 48 h; Potency, µM (highest dose often 46.1 µM), without a hit: at the highest dose activity, negative = toxicity, actives largely listed as cytotoxic; hit rate 2% among 360,000; AID 686971;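 also: potency is read from the fitted curve at half-maximal effect; 0% = DMSO wells and -100% = cell-free medium wells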
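In this qHTS, HT-1080 cells depleted of IDH1 are exposed for 48 h at 37 °C to compound titrations. Toxicity is scored from CellTiter-Glo luminescence, with DMSO as full viability and medium alone as none.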
HepG2 viability = counter-screen for TGF-b inhibitors: cytotoxicity in HepG2 cells. AID 588856. Potency, µM (doses to about 46.1 µM), inactives show top-dose activity change, negative = cytotoxicity, hits mostly cytotoxic. HepG2 CAGA-GFP viability, ATP luminescence, 18 h. hit rate 0.76% among 410,000; also: potency is read from the fitted curve at half-maximal effect; some results filed as inactive show a strong effect at the top dose
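CellTiter-Glo luminescence gave cytotoxicity after 18 hours at 37 degrees C. The cells were HepG2 CAGA-GFP in 1% FBS DMEM, stimulated with 500 pg/mL TGF-beta after compound addition. %Activity was normalised to no-cell wells (complete cell-killing) and DMSO (no toxicity), and curves were fitted and classified.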
SW480 rerep = inducers of DNA re-replication in SW480 colon cancer cells; SW480 DNA re-replication, Hoechst DNA content imaging, 48 h; hit rate 1.8% among 340,000; Potency, µM (titrated, usually from 46.1 µM), inactives show at the top dose re-replication activation, hits mostly activators; also: potency is read from the fitted curve at half-maximal effect; % of control where 0% means no effect; nearly all actives have a fitted effect of over 55% in size
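Readout is total intensity of Hoechst-stained nuclei, excited at 405 nm and collected at 500-530 nm. Compound treatment lasted 48 hr at 37 C in 5% CO2 before staining.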
KB-3-1 cytotox = KB-3-1 parental cell cytotoxicity; hit rate 1.4% among 400,000; Potency, µM (highest dose often 46.1 µM), without a hit: at the highest dose activity change, negative = cytotoxic, most hits filed as cytotoxic; KB-3-1 viability, CellTiter-Glo ATP luminescence, 72 h; also: potency is read from the fitted curve at half-maximal effect; % is scaled to controls: 0 for no effect and ±100 for the full control effect; nearly all actives have a fitted effect of over 60% in size
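Viability of parental KB-3-1 cells, measured by CellTiter-Glo luminescence, followed a 72 h incubation at 37 °C with pinned compounds in phenol-red-free DMEM containing 10% FBS.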
HT1080-NT tox = kills 2HG-producing HT-1080-NT fibrosarcoma cells; HT-1080-NT fibrosarcoma viability, CellTiter-Glo ATP luminescence, 48 h; Potency, µM (highest dose often 46.1 µM), for the others: top-dose activity, negative = less viability, actives largely listed as cytotoxic; hit rate 1.6% among 360,000; AID 686970;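 also: NT is the 2HG producing partner of a matched IDH1 knockdown line; potency is read from the fitted curve at half-maximal effect; 0% = DMSO-treated cells and -100% = media-only wells without cells; nearly all actives have a fitted effect of over 55% in size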
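Fibrosarcoma NT cells, 750 per well in 5% FBS RPMI, were exposed to compound for 48 hours. Viability: CellTiter-Glo luminescence.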
MCF10A rerep = inducers of DNA re-replication in MCF 10A breast cells; MCF 10A DNA re-replication, Hoechst nuclear intensity, 48 h; Potency, µM (titrated, usually from 46.1 µM), without a hit: top-dose activity, positive = re-replication, hits mostly activators; hit rate 2.9% among 350,000; also: potency is read from the fitted curve at half-maximal effect; % of control where 0% means no effect; nearly all actives have a fitted effect of over 50% in size
The depositor's hits bear a star; i = inactive; ? = inconclusive; . = no result given; & = joins results of further samples; [ ] = remark or other dose. Unless noted, calls follow the shape of the dose curve; as a rule, active = well fitted curve in the direction sought with a large enough effect; inconclusive = small, poorly fitted or top-dose-only effect, or another doubt; inactive = no such curve, though single readings can be large; an effect the other way counts as inactive or inconclusive.

The line under a structure holds: ATXN viability	ATXN2 expr inh	IL-1B inflam inh	HT1080 IDH1KD tx	HepG2 viability	SW480 rerep	KB-3-1 cytotox	HT1080-NT tox	MCF10A rerep
> COc1ccc(N(CC(=O)NCCc2ccccc2)S(=O)(=O)c2ccccc2)c(OC)c1
→ i	14%	.	.	-41%	.	11%	.	.
> Cc1nnc(SCCn2c(N3CCCCC3)nc3c2c(=O)[nH]c(=O)n3C)s1
→ i	-9%	22	0%	3%	1%&-7%	1%	-2%	-11%&-3%
> COc1cc(OC)c(N(C)C(=O)c2cc3c(s2)-c2ccccc2S(=O)(=O)C3)cc1Cl
→ i	-24%	?	4%	-8%	18%	0%	0%	-8%
> OC(CN1CCN(c2ccccc2Cl)CC1)c1ccccc1 (stereo unspecified)
→ i	-8%	8	?	-1%	23µM*	?	16µM*	?
> CN(C)c1nc(N(C)C)nc(N(C#N)CN2C(=O)c3ccccc3S2(=O)=O)n1
→ i	5%	10	4%	5%	-2%	-2%	-3%	3%
> CN(C)c1ccc(C(=S)N2CCN(c3ccc([N+](=O)[O-])cc3)CC2)cc1
→ i	-5%	-22	-18%	-7%	-11%	0%	-14%	4%
> CCOC(=O)c1c(N)sc2c1CCC(C)C2 (stereo unspecified)
→ i	2%	5	15%	10%	-2%	2%	10%	?
> O=c1[nH]ccc2c([N+](=O)[O-])cccc12
→ i	.	14	5%	-26%	-6%	1%	0%	-4%
> CCCN1CCN(CCNC(=O)Nc2cc(C)ccc2C)CC1
→ i	.	-7	-3%	-9%	-9%	-5%	13%	-4%
> Nn1c(SCC(=O)NC2CCCc3ccccc32)nnc1C1CC1 (stereo unspecified)
→ i	11%	2	1%	-6%	-6%	0%	1%[9.24 µM]	-1%
> COc1ccc(NC(=O)C(NC(C)=O)C(=O)NCc2ccc(F)cc2)cc1 (stereo unspecified)
→ i	-4%	-5	5%	-1%	-6%	3%	0%	-2%
> CC(CN1CCCCCC1)C(=O)NN (stereo unspecified)
→ i	-13%	10	8%	17%	-5%	-10%	10%	-5%
> O=C(NCc1ccccn1)c1c(-c2ccccc2)sc2ccccc12
→ ?	?	81	3%	-35%	1%	0%	0%	2%
> CCOC(=O)C1CCCN(C(=O)Nc2c(-c3ccccc3)noc2C)C1 (stereo unspecified)
→ ?	-12%	6	13%	-2%	-3%	3%	3%	-2%
> CN1CCN(CCCNC(=O)Cn2c(-c3cccs3)cc3ccccc32)CC1
→ i	-8%	.	.	4%	.	18%	.	.
> Cc1cccc(C2=NN(c3ccc(Br)cc3)[C@@H](C(=O)N3CCOC3=O)[C@@H]2c2ccc(F)cc2)c1
→ i	6%	-12	-19%	-3%	9.2µM*	-2%	-23%	?
> O=C(CSc1ncccn1)Nc1ncc(C(F)(F)F)cc1Cl
→ i	-8%	10	-3%	0%	-61%[inhibitor]	-20%	-1%	2.1µM*
> CC1(C)Oc2cc3oc(=O)ccc3cc2C[C@@H]1O
→ i	29%	24	8%	11%	-19%[9.22 µM]	17%	7%	-5%
> Cc1ccc(Nc2ccc3cc(S(=O)(=O)N4CCCCC4)ccc3n2)cc1F
→ ?	?	.	.	-49%	.	2%	.	.
> Cc1cc(-n2nc(C)cc2C)nc(NS(=O)(=O)c2ccccc2Cl)n1
→ i	-4%	48	-10%	-9%	-5%	9%	-4%	10%
> CCOCCCNC(=O)c1cc(Sc2ccc(C)cc2)nc2ccccc12
→ i	-11%	?	-14%	10%	9%	-12%	-4%	-2%
> CC(NC(=O)c1ccc2nc[nH]c2c1)c1ccccc1 (stereo unspecified)
→ i	.	0	5%	-2%	0%	19%	13%	-3%
> Cc1ccc(-c2c(C(=O)NNC(=S)NCC3CCCO3)csc2C)cc1 (stereo unspecified)
→ ?	-2%	-8	2%	-20%	-80%[inhibitor]	11%	-1%	17%
> COc1ccc(/C(C)=N/NC(=O)c2ccc(NS(=O)(=O)c3cccs3)cc2)cc1
→ i	.	-13	-1%	-26%	-2%	4%	0%	-1%
> Cc1c(Cl)cccc1-n1ncc(C(=O)N2CCN(C)CC2)c1C1CCN(C(=O)OC(C)(C)C)CC1
→ i	-5%	.	.	0%	.	-10%	.	.
> COc1cc(S(=O)(=O)Nc2cccc(C)c2)ccc1NC(=O)c1ccncc1
→ ?	-13%	-11	-18%	20%	-4%	11%	-7%	?
> COCCn1c(C)cc(/C=C2/NC(=O)N(c3cccc(Cl)c3)C2=O)c1C
→ ?	.	-10	-7%	-18%	18%	-5%	-7%	3%
> COc1ccc(NC(=O)c2noc(C(C)C)c2[N+](=O)[O-])cc1
→ i	11%	-29	?	-16%	?	0%	23µM*	?
> Cc1ccc(C(=O)N2CC(C)SC2=Nc2cccc(S(=O)(=O)N(C)C)c2)cc1 (stereo unspecified)
→ i	-14%	13	-11%	-2%	-2%	-1%	-2%	-1%
> O=C(Nc1cccc2ccccc12)NC1CCCCC1O (stereo unspecified)
→ i	10%	-4	-1%	7%	1%	0%	0%	-9%
> Cc1ccc([N+](=O)[O-])cc1NC(=O)c1ccc2c(c1)OCO2
→ i	.	0	1%	1%	-5%	-15%	14%	2%
> Cc1cccc(OC(=O)c2cc(-c3ccc(C)c(C)c3)on2)c1
→ i	9%	.	.	5%	.	18%	.	.
> CC(C)(C)NC(=O)C1c2ccccc2OCC(=O)N1C1CC1 (stereo unspecified)
→ i	14%	26	18%	.	.	11%	24%	.
> CCN(CC)S(=O)(=O)c1ccc(N2CC(C(=O)NCc3ccco3)CC2=O)cc1 (stereo unspecified)
→ i	.	5	0%	6%	.	4%	-5%	.
> CC(C)CCCN1C(Nc2ccccc2)=NC[C@@H]1Cc1ccccc1
→ ?	-12%	?	-28%	-17%	?	-8%	-21%	2%
> COc1ccc(-c2[nH]nc3c2C(c2ccsc2)C(C#N)=C(N)O3)cc1 (stereo unspecified)
→ i	-13%	-3	-9%	-8%	2%	3%	-11%	?
> O=C(CN1CCN(Cc2ccc3c(c2)OCO3)CC1)c1c[nH]c2ccccc12
→ ?	-6%	11	?	-10%	2%[9.22 µM]	16%	-11%	?
> CC(C)CCN(C)C1CCN(S(=O)(=O)c2ccc(F)cc2)CC1
→ i	0%	-10	-6%	-6%	-17%	-13%	0%	12%
> COc1ccc(CCNS(=O)(=O)c2cccc(C(=O)O)c2)cc1OC
→ ?	5%	13	8%	-20%	-41%[inhibitor]	8%	8%	-50%[inhibitor]
> Cc1nn(C)cc1-c1cc(C(=O)O)c2ccccc2n1
→ i	-6%	19	0%	-3%	-4%	12%	7%	4%
> Cc1nc2sc3c(c2c(=O)o1)CC(C)(C)OC3
→ i	-35%	0	2%	7%	1%	-1%	2%	0%
> Cc1cc(Cl)ccc1OCC(=O)NCCC(=O)O
→ i	4%	10	-1%[9.24 µM]	-4%	-3%	-10%	-19%	2%
> COc1ccc(S(=O)(=O)N2CCOCC2)cc1NC(=O)COc1ncnc2ccccc12
→ i	-1%	-12	3%	2%	-2%	3%	-3%	-5%
> O=C(c1cccs1)N1C[C@H](n2cc(-c3ccc(F)cc3)nn2)[C@@H](O)C[C@@H]1c1ccc(Cl)cc1
→ ?	?	?	?	-31%	.	-3%	-28%	.
> CSCC(C)N1CCC(CCC(=O)NC2CC2)CC1 (stereo unspecified)
→ i	.	-4	9%	12%	-5%	1%	11%	?
> N=C1CCCC1C(=S)SCCC(N)=O (stereo unspecified)
→ i	.	11	5%	4%	.	-5%	3%	.
> O=[N+]([O-])c1ccc(Br)c(CN2CCN(c3ncc(Cc4ccccc4)cn3)CC2)c1
→ .	.	60	-20%	.	.	?	-10%	.
> O=[N+]([O-])c1ccccc1N=Nc1ccc(O)cc1O
→ ?	26%	-2	-11%	-25%	23%	2%	-9%	?
> COC(=O)c1ccc(C2N=C(c3cccs3)CC(c3ccccc3O)N2)cc1 (stereo unspecified)
→ i	-7%	-91*	?	-29%	?	-6%	?	18µM*
> CC(=O)Nc1ccc(C(=O)N/N=C/c2ccccc2OC(=O)c2ccc(Cl)cc2)cc1
→ i	-36%	71	23µM*	-64%	-3%[9.22 µM]	?	?	25%
> COc1cc(NC(=O)CSCC(=O)N(C)C2CCCCC2)cc(OC)c1
→ i	-2%	1	5%	1%	-1%	2%	4%	3%
> CCn1c(CNC(=O)c2ccco2)nnc1SCC(=O)Nc1ccc(Br)cc1F
→ i	2%	11	1%	11%	-35%[inhibitor]	16%	3%	3%
> CCCNC(=O)NC(=O)CSc1ncc(C(F)(F)F)cc1Cl
→ i	-7%	-7	-1%	9%	-4%	4%	11%	-4%
> CCN(CC)S(=O)(=O)c1cc(C(=O)Oc2cccc(-c3cnc4ccccc4n3)c2)ccc1OC
→ i	45%[activator]	16	-15%	1%	-3%	8%	0%	-9%
> CSc1ncc(CO)n1Cc1ccccc1
→ i	-17%	-13	14%	-25%	-1%	3%	2%	9%
> COc1ccc(OC)c(S(=O)(=O)N(C(C)=O)c2ccc3oc(=O)sc3c2)c1
→ i	0%	24	5%	-10%	1%	7%	4%	-9%
> CCOc1ccc(-n2c(C)cc(/C=N\NC(=O)CC(=O)NC3CCCCC3)c2C)cc1
→ i	-7%	-29	-27%	-14%	-7%	17%	-26%	4%
> COc1ccc(C(C)=O)c(Oc2ccc(S(=O)(=O)N3CCOCC3)cn2)c1
→ i	-32%	-4	3%	2%	12%	4%	-4%	12%
> CC(C)(C)OC(=O)NCC1CCN(S(=O)(=O)Cc2ccccc2)CC1
→ i	10%	38	13%	1%	-13%	0%	11%	-13%

Source: PubChem BioAssay (National Center for Advancing Translational Sciences (NCATS))
